Screening results as filed in PubChem BioAssay.
BB579 growth dn: yeast BB579 growth reduction in restrictive medium | 140,000 compounds, 0.51% hits | inhibition, % at 10 µM | S. cerevisiae BB579 growth, OD615, 48 h | AID 804;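 active = inhibition above a set limit, 3 SD over the mean compound inhibition, cut at about 44% in these data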; also: inactives centre near -24
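Test system: S. cerevisiae DeaD strain BB579 yeast; Medium: restrictive CSMM-D medium; Compound: one dose, 10 µM compound with 0.25% DMSO; Incubation: 4 h cell preincubation, 48 h compound exposure, 30 °C humidified; Signal: OD at 615 nm; Benchmarks: amphotericin B at 10 µg/mL as positive control.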
Yeast life ext: yeast lifespan extension; S. cerevisiae growth with nicotinamide, OD615; deaD strain in restrictive glucose medium; inhibition of the nicotinamide effect, % at 10 µM; 130,000 compounds, 0.68% hits; AID 775;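 active = inhibition above a set limit, placed 3 SD over the median of all compounds, cut at about 26% in these data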;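 also: 0% = nicotinamide-treated wells and 100% = cells grown without nicotinamide; some compounds called inactive have numbers as strong as hits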
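Measured by: optical density (absorbance) at 615 nm; System: modified budding yeast, DeaD strain; Medium: restrictive CSMM-D dextrose medium; Timing: 4 h preincubation then 48 h treatment at 30 °C.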
Measles CPE: protection of cells from measles virus; Measles virus-infected cells, CPE protection, absorbance; protection (pct of control), % at 4 µM; 140,000 compounds, 1.5% hits; in the data active = protection mostly above about 24%, no sharp cut-off; inactive = mostly below about 26%; also: some compounds called inactive have numbers as strong as hits
Phagocyt inh: macrophage phagocytosis inhibition. J774A.1 macrophage IgG-bead phagocytosis, imaging. inhibition, % at 5 µM. 110,000 compounds, 0.07% hits. AID 1029;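 active = inhibition above the mean of the plate negative controls plus 5 SD, cut at about 13% in these data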;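 also: phagocytic index as fraction of beads internalized from green versus red external bead signal; plate controls were DMSO negative control for no effect and cytochalasin-D positive control for full effect; some results beyond the cut were filed as inactive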
MRP1 act: activators of MRP-1. AID 799. H69AR cells + doxorubicin, viability rescue, CellTiter-Glo. viability increase, % at 10 µM. 140,000 compounds, 0.61% hits;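 active = viability gain under doxorubicin at or above a set limit, the compound median plus 3 SD, cut at about 4.7% in these data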;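 also: MRP-1 overexpressing cells given doxorubicin 25 µM after compound pretreatment; 18-22 h compound pretreatment then 72 h with doxorubicin before readout; 0% = doxorubicin-only wells and 100% = vehicle-treated cells without doxorubicin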
GALR2 antag: blocks the human galanin receptor 2; GALR2-expressing cells, antagonist mode; 140,000 compounds, 0.39% hits; inhibition, % at 4 µM; in the data active = inhibition above about 27%;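 also: cells stimulated with galanin 1-16 at roughly its EC80; 0% = agonist challenge control and 100% = basal control without agonist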
Target sequence (O43603 whole entry, looked up): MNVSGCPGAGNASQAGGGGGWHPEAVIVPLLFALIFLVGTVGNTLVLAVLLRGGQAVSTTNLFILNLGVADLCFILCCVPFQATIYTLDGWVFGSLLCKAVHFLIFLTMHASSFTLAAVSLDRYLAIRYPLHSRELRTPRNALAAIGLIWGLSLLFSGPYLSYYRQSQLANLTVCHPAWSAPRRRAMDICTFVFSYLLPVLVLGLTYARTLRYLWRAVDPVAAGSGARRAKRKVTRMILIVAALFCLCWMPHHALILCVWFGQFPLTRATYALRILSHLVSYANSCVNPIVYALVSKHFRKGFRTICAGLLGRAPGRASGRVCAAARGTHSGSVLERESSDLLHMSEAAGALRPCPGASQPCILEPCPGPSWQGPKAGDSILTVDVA
bCat KO growth: beta-catenin-lacking colon tumor cell growth suppression; HCT116 beta-catenin knockout viability, CellTiter-Glo, 60 h; hits give low values; 140,000 compounds, 1.5% hits; AID 818; viability, % at 10 µM;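 active = viability at or under a set limit, the compound median less 4 SD, cut at about 6% in these data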;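 also: 0% = Hyamine 1622 control at 20 µM and 100% = untreated cell control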
PTEN del growth: suppresses growth of cells with PTEN deletion; 140,000 compounds, 1.2% hits; HCT116 PTEN-null viability, CellTiter-Glo, 60 h; hits give low values; AID 827; viability, % at 10 µM;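 active = viability at or below a set limit, 4 SD under the median of all tested compounds, cut at about 3.7% in these data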;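 also: PTEN knockout HCT116 line with beta catenin targeted HCT116 as companion control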
E-sel TNF inh: TNF alpha driven E-selectin expression inhibition; HUVEC TNFa-induced E-selectin immunofluorescence, high content; inhibition, % at 2 µM; 120,000 compounds, 0.71% hits;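 active = inhibition above the batch mean plus 3 SD, and confirmed as a hit on visual image review, cut at about 43% in these data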;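 also: 0% = TNF-stimulated DMSO wells and 100% = unstimulated control wells; not every result past the cut was called active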
NPY-Y2 antag: blocks the human neuropeptide Y Y2 receptor | P49146 | NPY-Y2 expressing cells, antagonist mode | inhibition, % at 2.7 µM | 140,000 compounds, 0.99% hits | AID 793; in the data active = inhibition above about 17%;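 also: 0% = vehicle with agonist challenge and 100% = reference antagonist with challenge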
Target sequence (P49146 whole entry, looked up): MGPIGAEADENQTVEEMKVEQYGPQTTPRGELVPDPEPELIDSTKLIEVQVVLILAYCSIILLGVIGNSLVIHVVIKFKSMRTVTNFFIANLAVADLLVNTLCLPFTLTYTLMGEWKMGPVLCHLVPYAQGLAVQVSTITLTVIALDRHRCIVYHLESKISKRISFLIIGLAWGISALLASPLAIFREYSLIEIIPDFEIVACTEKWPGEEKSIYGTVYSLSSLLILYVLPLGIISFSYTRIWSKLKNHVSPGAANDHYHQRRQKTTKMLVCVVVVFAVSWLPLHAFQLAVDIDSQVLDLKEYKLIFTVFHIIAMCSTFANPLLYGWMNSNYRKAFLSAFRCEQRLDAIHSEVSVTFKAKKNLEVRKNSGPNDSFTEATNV
Numbers without * were called inactive; . = no result given. This is a random part of the collection; 6.2% or so of the library scored in one or more.

SMILES	BB579 growth dn	Yeast life ext	Measles CPE	Phagocyt inh	MRP1 act	GALR2 antag	bCat KO growth	PTEN del growth	E-sel TNF inh	NPY-Y2 antag
Cc1nc(Oc2ccc(Cl)cc2)c2oc3ccccc3c2n1	-49	-11	4	.	0.1	-2	98	79	-1	1
Oc1c(C(c2ccco2)N2CCOCC2)sc2ncnn12 (stereo not given)	11	-8	2	-1	-2.3	-11	94	93	.	1
O=C(Nc1ccc(S(=O)(=O)NCc2ccccc2)cc1)Nc1ccc2c(c1)OCO2	-68	-10	11	1	-1.5	3	80	72	10	-2
CC1(C)Cc2nc3sc4c(N(CCO)CCO)ncnc4c3cc2CO1	-44	-15	8	2	-1.1	13	98	91	-27	2
COc1ccc(N2CCN(C(=O)C3=NNC(=O)CC3)CC2)cc1	-10	4	14	-6	-0.7	11	91	99	.	0
CCOc1cc(C)c(Cl)cc1S(=O)(=O)NCCOC	-9	-1	4	-2	-0.7	1	92	96	-6	3
CC(NC(=O)Nc1ccccc1)C(c1ccccc1)N1CCOCC1 (stereo not given)	-26	0	9	1	-2.1	2	97	91	10	2
CN(c1ccccc1)C1CCCCC1NS(=O)(=O)c1ccc(Cl)cc1 (stereo not given)	11	36*	37	-1	-3.3	-2	39	35	.	0
FC(F)(F)c1nnc2ccc(N3CCN(c4ccccc4)CC3)nn12	-19	-6	2	1	-2.5	-9	100	97	19	2
CCNC(=O)c1ccc(C2SCC(=O)N2CCc2ccccc2)cc1 (stereo not given)	-7	1	15	0	-1.1	6	93	101	.	4
COc1ccc(S(=O)(=O)NCCc2ccccc2)cc1	-9	-7	0	-2	-1.2	-7	82	79	.	6
Cc1ccc(C=C2C(=O)c3ccccc3C2=O)s1	-2	-16	11	0	-0.2	-2	98	95	0	1
CN1CCN(C(=S)c2ccc(N(C)C)cc2)CC1	-33	-10	4	3	0.3	-4	93	93	.	1
CC(C)OC(=O)CSc1nnc(-c2cnccn2)n1C	-8	-3	3	.	-3.1	-4	92	89	-9	0
O=C(CSc1ncccn1)NC(=O)NCc1ccccc1	-36	-13	30	-1	-0.5	-4	100	109	4	-1

Given with two lines to a compound: entries from further up
Order of results – BB579 growth dn	Yeast life ext	Measles CPE	Phagocyt inh	MRP1 act	GALR2 antag	bCat KO growth	PTEN del growth	E-sel TNF inh	NPY-Y2 antag
- COc1ccc(S(=O)(=O)NCCc2ccccc2)cc1
→ -9	-7	0	-2	-1.2	-7	82	79	.	6
- Cc1ccc(C=C2C(=O)c3ccccc3C2=O)s1
→ -2	-16	11	0	-0.2	-2	98	95	0	1

Next part
SMILES	BB579 growth dn	Yeast life ext	Measles CPE	Phagocyt inh	MRP1 act	GALR2 antag	bCat KO growth	PTEN del growth	E-sel TNF inh	NPY-Y2 antag
OCCCN=c1cc(-c2ccccc2)oc2ccc(Cl)cc12	-38	-10	8	0	-0.4	-5	13	12	3	1
Oc1ccc(-c2cn3c(n2)SCC3)cc1	-25	6	6	1	0.1	-2	109	107	-6	0
COc1ccccc1N1CCN(C(=O)c2c(-c3ccccc3)noc2C)CC1	-17	-9	9	-3	-4.5	-5	29	26	0	1
CC(C)c1ccc(NC(=O)COc2ccc(S(=O)(=O)N3CCOCC3)cc2)cc1	9	-12	19	-1	1.3	-14	101	100	30	-2
CC(C)(C)c1cc(=O)n2c(C#N)c(C#N)nc2[nH]1	-12	-7	19	-1	-0.6	10	100	97	-16	4
O=C1CC(Nc2ccc3ccccc3c2)C(=O)N1Cc1ccccc1 (stereo not given)	-21	-8	4	-2	-3.7	0	95	104	11	-3
CCC(Oc1ccccc1)C(=O)Nc1nnc(C)s1 (stereo not given)	-66	-19	7	7	3.5	-1	96	91	-27	-1
CCOC(=O)C(NC(C)=O)C(OC(C)=O)c1cccc(N(CCO)CCO)c1 (stereo not given)	-17	-6	17	.	0.0	-2	93	88	4	11
CCC(C)N(C(=O)COC(=O)/C=C/c1ccc(O)c(OC)c1)C1CCS(=O)(=O)C1 (stereo not given)	-3	-4	9	-6	0.1	16	92	99	.	18*
Cc1cc(=S)[nH]c2ccccc12	-9	-6	3	-1	0.1	4	97	99	30	-4
Cc1cc(C)nc(SCc2cc(=O)c(OC(=O)c3ccco3)co2)n1	-24	46*	17	-10	-3.0	2	92	100	.	1
O=C(Nc1cccc(F)c1)N(Cc1ccc(Cl)cc1)CC(O)C(F)(F)F (stereo not given)	-15	-16	15	0	-2.6	-6	27	22	39	-2
CC(=O)Nc1sc(N/N=C\c2cccc(Cl)c2)nc1-c1cccs1	-16	2	11	-2	-4.8	26	96	94	.	0
CC1(C)CC(=O)C(Sc2ccccc2C(=O)O)=C(O)C1	-33	6	18	-5	-0.5	10	97	100	.	1
O=C(O)c1cc2c(s1)-c1ccccc1OC2	43	-24	26	0	-1.6	1	89	87	.	14
CCOc1ccccc1NC(=O)c1ccc(NC(=O)c2ccco2)cc1	-11	.	7	.	-2.1	7	80	82	-2	1
O=C(Nc1ccc(Cl)c(Cl)c1)N1CC=C(c2ccccc2)CC1	-29	-27	6	.	1.6	6	83	73	-8	8
CCOC(=O)c1cc(-c2ccccc2)sc1NC(=O)C(C)OC(=O)c1cccnc1Cl (stereo not given)	-57	6	3	-14	-0.9	-13	61	62	.	2
COc1ccc(NC(=O)c2c(OC)cccc2OC)c(OC)c1	-10	-7	11	-1	-1.8	7	16	20	13	-1
COC(=O)c1ccc2ccn(CC(=O)NC3CCCCC3)c2c1	-23	-2	4	.	-3.7	4	92	103	-27	1
Cc1ccc(NC(=O)c2c(C(F)(F)F)nn(C)c2SCc2cccc(C(F)(F)F)c2)cc1C	-56	6	7	.	-0.1	14	21	37	.	11
CN(C)S(=O)(=O)c1cccc(C(=O)OCC(=O)Nc2sccc2C(N)=O)c1	-27	-16	4	.	-0.1	9	77	60	-54	5
Oc1cc(Cc2ccccc2)cnc1CN1CCCCC1	-7	-6	19	4	-1.2	2	100	109	.	0
c1ccc(-c2ncnc3nc4n(c23)CCC4)cc1	5	-23	2	-1	-2.5	-1	87	96	24	-1
COc1cccc(CN(C)C(=O)c2ccc(S(=O)(=O)N3CCCC3)cc2)c1OC	-51	0	.	0	-1.3	7	96	107	-26	1
Cc1cccc(NC(=O)N2CCC(NC(=O)c3ccccc3C)CC2)c1	1	-3	10	0	0.3	-3	85	86	8	0
CCC(=O)N1CCCc2cc(S(=O)(=O)N3CCN(C4CCCCC4)CC3)ccc21	-16	-2	10	0	-3.4	.	76	69	.	.
COc1ccc(Cl)cc1C(=O)OCC(=O)NC(=O)c1cccn1C	-20	-7	33	-1	1.1	4	97	98	-29	0
NC(=O)c1ccc(NC(=O)COC(=O)CC(NC(=O)c2ccccc2Cl)c2ccccc2)cc1 (stereo not given)	-13	1	5	.	-0.3	6	95	100	-7	2
O=C(CCC1CCCC1)N1CCN(C(=O)COc2ccccc2)CC1	-16	-7	25	1	-0.3	-13	94	88	-11	2
COc1ccc(CCN2C(=O)CC(N3CCOCC3)C2=O)cc1OC (stereo not given)	-2	.	2	.	-1.0	-10	89	92	-7	2
CN(C)c1ccc(CNc2ncc(Br)cc2Br)cc1	-23	-26	7	.	-0.7	-2	90	81	3	1
COC(=O)CSc1nc(N)c(C#N)c(C(C)C)c1C#N	-65	-10	5	-1	-0.5	-7	101	107	-1	1
COc1ccc(C)cc1S(=O)(=O)N1c2ccccc2CC1C (stereo not given)	-28	19	13	2	-1.1	-9	76	84	-5	9
COc1ccc(CCNC(=O)CSc2nnc(-c3ccc(F)cc3)o2)cc1OC	8	-5	6	0	0.1	-2	80	83	-9	0
CC1(C)Cc2ccccc2-c2nnc(SCC(=O)Nc3nc4ccccc4s3)n21	-13	-12	5	0	-0.1	-4	107	98	-14	8
NC(=O)SCC(=O)Nc1ccc(Cl)cc1	-19	-15	4	.	-4.0	-10	95	97	-5	-2
COc1ccc(OCC(=O)N/N=C(\C)c2ccc(-n3ccnc3)cc2)cc1	-12	-3	14	-3	-0.5	4	92	99	.	1
CN(C)c1ccc(/C=N/NC(=O)c2ccc(Cl)cc2)cc1	-58	-12	41	.	-1.3	14	91	80	24	8
Cc1cc(C)nc(N/C(=N/S(=O)(=O)Cc2ccccc2)Nc2ccccc2)n1	-39	3	11	-3	-0.5	-4	92	99	14	3
Cc1c(F)cccc1NS(=O)(=O)c1ccccc1C#N	-29	5	11	0	-2.2	2	85	90	7	-1
CCOC(=O)C(C(=O)Nc1cccc(C)n1)C1CCCCC1 (stereo not given)	-39	-4	23	0	2.8	9	71	70	.	5
CC(C)CC(NC(=O)C(Cc1ccc(OCc2ccccc2)cc1)NC(=O)OC(C)(C)C)C(N)=O (stereo not given)	-30	-11	5	0	-1.5	1	96	91	10	1
C[N+]1=C2CCCCCN2C(O)(c2ccccc2)C1 (stereo not given)	-14	0	9	1	-1.3	4	82	90	22	3
CCOC(=O)CN(Cc1ccc(OC)c(OC)c1)S(=O)(=O)c1ccc(OC)cc1	-39	1	4	.	-2.9	4	91	97	-13	1
O=C(COC(=O)[C@@H]1CCCN1S(=O)(=O)c1ccc(Cl)cc1)NC12CC3CC(CC(C3)C1)C2	-8	-1	18	-7	-0.1	-7	94	97	.	4
COc1ccc(C2CC(C(F)(F)F)n3nc(C(N)=O)c(Cl)c3N2)cc1OC (stereo not given)	-38	-4	9	-2	-0.3	8	100	104	1	1
COc1cc(OC)cc(-c2nc3ccccc3c(=O)n2NC(=O)c2cccnc2Cl)c1	-7	-3	13	-12	-1.4	1	106	105	-4	0
O=C(Nc1ccccc1)c1cccc(S(=O)(=O)Nc2ccccn2)c1	-1	2	18	7	-1.0	-4	87	90	.	1
Cc1ccc(Cn2nnc3c(=O)n(CC(=O)c4ccccc4)cnc32)cc1	-12	-2	1	-2	-2.1	-1	97	92	.	7
COC(=O)C(Cc1ccc(OC(=O)c2ccccc2C)cc1)N1Cc2ccccc2C1=O (stereo not given)	-67	-2	10	0	-1.8	-4	89	91	19	0
CC1(C)CC(=O)C=C(Nc2ccccn2)C1	-72	-3	3	-1	0.5	-7	99	101	-42	0
COc1ccc(N2C3=[N+](CC2(C)O)c2ccccc2CC3)cc1 (stereo not given)	12	-12	4	0	-3.2	-1	100	94	.	3
O=C(COc1cccc2ccccc12)N1CCN(c2ccccn2)CC1	-24	-10	2	-1	-0.6	-3	95	92	-64	10
C/C(=N/NS(=O)(=O)c1ccc(Cl)cc1)c1cccc(O)c1	-18	-3	1	-1	-1.0	5	98	99	-23	5
O=C(CSc1nc2ccccc2s1)NC(=O)NCc1ccco1	-16	-16	10	.	-2.9	-1	98	88	-42	5
Cc1c(C(=O)CN2CCSCC2)c2ccccc2n1C	-14	-20	22	0	-1.4	-8	85	89	30	2
COC(=O)c1ccc2nc(NC(=O)CN3C(=O)CCC3=O)sc2c1	3	-12	9	0	-2.6	-4	102	98	-4	1
Cc1ccc(C(=O)O)cc1N=Cc1cc(Br)cc(Br)c1O	90*	4	2	-1	-0.7	0	92	94	-6	6
